Assay outcomes deposited in PubChem by several laboratories.
OX1R antag = antagonists of human orexin 1 receptor (OX1R); O43613; OX1R-expressing cells, FRET antagonist read-out; inhibition, % at 6.6 µM; hit rate 1.8% among 330,000; AID 485270; in the data active = inhibition mostly above about 38%, no sharp cut-off; inactive = mostly below about 40%;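 note: 0% = agonist challenge alone and 100% = reference antagonist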
Target sequence (O43613 whole entry, looked up): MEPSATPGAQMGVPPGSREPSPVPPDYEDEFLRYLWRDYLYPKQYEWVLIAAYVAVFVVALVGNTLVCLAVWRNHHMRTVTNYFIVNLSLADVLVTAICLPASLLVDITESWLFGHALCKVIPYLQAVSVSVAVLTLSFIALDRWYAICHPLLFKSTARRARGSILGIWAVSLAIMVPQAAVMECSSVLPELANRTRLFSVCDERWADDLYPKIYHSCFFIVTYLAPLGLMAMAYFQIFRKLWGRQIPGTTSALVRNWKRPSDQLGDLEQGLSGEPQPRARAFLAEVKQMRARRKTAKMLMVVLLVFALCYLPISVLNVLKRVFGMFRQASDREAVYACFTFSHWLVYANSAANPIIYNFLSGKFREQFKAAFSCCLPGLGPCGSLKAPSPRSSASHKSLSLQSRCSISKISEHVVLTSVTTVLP
STK33 kinase inh = human STK33 kinase inhibition | Q9BYT3 | purified STK33, MBP phosphorylation, ADP-Glo luminescence | inhibition, % at 10 µM | hit rate 0.073% among 320,000 | AID 2661;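 active = inhibition at or above 25%, using the most active replicate where run in duplicate; inactive = inhibition below 25%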
Target sequence (Q9BYT3 whole entry, looked up): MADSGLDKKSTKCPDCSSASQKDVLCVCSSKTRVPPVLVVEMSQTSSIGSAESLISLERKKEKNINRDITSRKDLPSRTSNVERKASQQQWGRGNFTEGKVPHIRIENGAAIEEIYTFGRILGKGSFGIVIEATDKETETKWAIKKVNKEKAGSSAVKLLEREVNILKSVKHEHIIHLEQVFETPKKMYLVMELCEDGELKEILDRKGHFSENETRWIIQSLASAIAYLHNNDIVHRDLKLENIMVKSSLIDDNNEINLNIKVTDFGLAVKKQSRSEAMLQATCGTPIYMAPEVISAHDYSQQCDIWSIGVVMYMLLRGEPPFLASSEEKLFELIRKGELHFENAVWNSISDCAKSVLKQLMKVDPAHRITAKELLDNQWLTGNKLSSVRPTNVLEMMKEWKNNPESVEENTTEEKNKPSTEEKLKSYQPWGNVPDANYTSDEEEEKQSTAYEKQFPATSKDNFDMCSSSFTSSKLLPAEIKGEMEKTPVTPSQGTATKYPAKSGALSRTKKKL
* = called active by the depositor.

Screening CCOc1cccc2sc(=NC(=O)CCS(=O)(=O)c3ccccc3)n(CC)c12 returned OX1R antag 23 and STK33 kinase inh -0.8.
Screening COC(=O)CCS(=O)(=O)c1ccc(NC(C)=O)cc1 returned OX1R antag 10 and STK33 kinase inh -1.8.
For Cn1c(NC(=O)c2ccccc2Br)cc(=O)n(C)c1=O the results were OX1R antag 8 and STK33 kinase inh 2.5.
CC(C)C(C)NC(=O)COc1ncnc2ccccc12 (stereo not drawn) was read as OX1R antag 5 and STK33 kinase inh -0.1.
Screening O=C(Nc1cccc2ccccc12)N1CCN(c2ccc(F)cc2)CC1 returned OX1R antag 33 and STK33 kinase inh -0.6.
Screening Cc1ccccc1CS(=O)(=O)Cc1ccc(C(=O)NC2CCCC2)o1 returned OX1R antag 6 and STK33 kinase inh -0.6.
`Cc1ccc(S(=O)(=O)/N=C(/Nc2cccc(C(=O)O)c2)c2ccccc2)cc1` gave OX1R antag 10 and STK33 kinase inh -0.1.
Screening O=c1[nH]c2ccc(S(=O)(=O)N3CCN(c4ccccc4)CC3)cc2[nH]c1=O returned OX1R antag 5 and STK33 kinase inh -1.3.
`Cc1nnc(N2C(=O)C(O)=C(C(=O)c3ccco3)C2c2cccc3ccccc23)s1` (stereo not drawn) gave OX1R antag 4 and STK33 kinase inh -3.5.
For CC1(c2cccc(Br)c2)NC(=O)N(CC(=O)NC2CCCCC2)C1=O (stereo not drawn) the results were OX1R antag 6.
For COc1ccccc1/C=N\NC(=O)c1c(C)nc2ccc(Cl)cn12 the results were STK33 kinase inh -0.7.
`Nc1nc(SCC(=O)N2CCCc3ccccc32)n[nH]1` gave OX1R antag 20 and STK33 kinase inh -1.9.
Screening CCOc1ccc(NC(=S)NC23CC4CC(CC(C4)C2)C3)cc1 returned OX1R antag 20 and STK33 kinase inh -1.2.
CCOC(=O)c1c(C)oc2cc(Br)c(O)c(Br)c12 was read as OX1R antag 28 and STK33 kinase inh -1.4.
Screening Cc1cc(C(=O)N2CCCC(C(=O)c3cccc(C(F)(F)F)c3)C2)nc(C)n1 (stereo not drawn) returned OX1R antag 12 and STK33 kinase inh 13.
For CCOc1cc(/C=N/Nc2nc(-c3cccs3)c(NC(C)=O)s2)ccc1O the results were OX1R antag 14 and STK33 kinase inh 0.7.
Screening CC(=O)Nc1cccc(NC(=O)c2ccccc2OCc2c(C)noc2C)c1 returned OX1R antag 19 and STK33 kinase inh -1.4.
`CCCn1ccc(O)c(Cc2ccc(Cl)cc2)c1=O` gave OX1R antag 5 and STK33 kinase inh -0.9.
Screening C=CCn1c(N2CCN(c3ccc(OC)cc3)CC2)nc2c1c(=O)[nH]c(=O)n2C returned OX1R antag 13 and STK33 kinase inh -0.5.
For COc1ccc2[nH]c3c(c2c1)CCN1C(=O)N([C@@H](C)C(=O)NCc2c(F)cccc2Cl)C(=O)[C@]31C the results were OX1R antag 24 and STK33 kinase inh -0.1.
`N#Cc1ccc(COc2cccc3cccnc23)cc1` gave OX1R antag 11 and STK33 kinase inh -0.3.
For CN1CCC(N(C)C(=O)c2ccccc2Nc2ccc(SC(F)F)cc2)CC1 the results were OX1R antag 0 and STK33 kinase inh 4.4.
Screening CCN(CC(=O)Nc1ccc2c(c1)OCCO2)CC(=O)Nc1cc(C)on1 returned OX1R antag 14 and STK33 kinase inh -2.5.
`CCOC(=O)Cc1csc(NC(=O)c2c(-c3c(F)cccc3Cl)noc2C)n1` gave OX1R antag 13 and STK33 kinase inh 4.8.
CCn1c(SCC(=O)N2CCN(C(=O)c3ccco3)CC2)nnc1C(C)C was read as OX1R antag 12 and STK33 kinase inh 0.2.
Screening Cc1nn(-c2cc(N3CCCC3)ccc2[N+](=O)[O-])c(=O)c2ccccc12 returned OX1R antag 56 and STK33 kinase inh -0.6.
COC(=O)c1ccc(NC(=O)Nc2ccc(F)c(Cl)c2)cc1 was read as OX1R antag 59* and STK33 kinase inh -1.0.
For CN(c1ccccc1)c1ccc(/C=c2\s/c(=C(/C#N)C(=O)C(C)(C)C)n(Cc3ccco3)c2=O)cc1 the results were OX1R antag 14 and STK33 kinase inh -1.0.
Screening Cc1ccc(S(=O)(=O)N(C)C)cc1NC(=O)COc1ccccc1C(=O)Nc1ccccc1 returned OX1R antag 25 and STK33 kinase inh -0.1.
Screening CSc1nc2ccc3nc(NC(=O)c4cccs4)sc3c2s1 returned OX1R antag 81* and STK33 kinase inh 3.3.
`COc1cc(/C=N/NC(=O)CC#N)ccc1Oc1nc(Cl)ncc1F` gave OX1R antag -2 and STK33 kinase inh -0.1.
`COn1c(-c2ccccc2)nc2c1CCc1nonc1-2` gave OX1R antag 25 and STK33 kinase inh -0.4.
Cc1ccc(S(=O)(=O)NCCC(=O)NCC(c2cccs2)N(C)C)cc1 (stereo not drawn) was read as OX1R antag -6 and STK33 kinase inh -0.7.
For C=CCOC(=O)CCCCCCCC the results were OX1R antag 5 and STK33 kinase inh -2.4.
CN1CCN(C2=Nc3cc(Cl)ccc3Nc3ccccc32)CC1 was read as OX1R antag 7 and STK33 kinase inh 1.6.
`CC(C)(C)C1CCC(=NNC(=O)CN(c2ccccc2)S(=O)(=O)c2ccccc2[N+](=O)[O-])CC1` (stereo not drawn) gave OX1R antag 21 and STK33 kinase inh -0.7.
`C=CCNc1sc(C(=O)C2CC2)c(N)c1C#N` gave OX1R antag 13 and STK33 kinase inh -0.7.
For CCOC(=O)c1cccc(NC(=O)Cn2nc(C)n3cccc3c2=O)c1 the results were OX1R antag 15 and STK33 kinase inh 0.4.
Screening CC(NCC(=O)NCCc1ccc(S(N)(=O)=O)cc1)c1ccc(F)cc1 (stereo not drawn) returned OX1R antag 6 and STK33 kinase inh 0.8.
COc1cccc(CN2CCN(Cc3ccccc3C(F)(F)F)CC2)c1 was read as OX1R antag 0 and STK33 kinase inh -1.0.
`CC(=O)N1CCN(c2ccc(S(=O)(=O)N3CCCCC3)cc2[N+](=O)[O-])CC1` gave OX1R antag 14 and STK33 kinase inh -1.3.
`COc1ccc(CC(=O)NC(C)c2nnc(SCc3nc4ccccc4c(=O)[nH]3)n2C)cc1` (stereo not drawn) gave OX1R antag 21 and STK33 kinase inh 0.8.
`COc1ccc(-n2cc(CNCc3cccnc3)c(-c3cccc(F)c3)n2)cc1` gave OX1R antag 26 and STK33 kinase inh 0.6.
`CC(=O)c1cccc(NC(=O)c2cc(C(C)C)on2)c1` gave OX1R antag 15 and STK33 kinase inh 0.5.
For CCN(CC)CC(=O)Nc1ccc(C)cc1C(=O)c1ccccc1 the results were OX1R antag 11 and STK33 kinase inh -0.5.
`O=C(Nc1ccc(S(=O)(=O)Nc2ccnn2-c2ccccc2)cc1)C(F)(F)F` gave OX1R antag 0 and STK33 kinase inh 0.6.
`CCc1nnc2cccc(Cl)n12` gave OX1R antag 6 and STK33 kinase inh -0.6.
Screening CCOC(=O)N1CCC(N2Cc3cccc(C(=O)Nc4ccc(F)cc4)c3C2=O)CC1 returned OX1R antag 10 and STK33 kinase inh -0.9.
Screening CCCCNC(=S)N(C)/N=C/c1c(C)[nH]c2ccccc12 returned OX1R antag 9 and STK33 kinase inh -0.2.
Screening O=C(NC(=S)NCc1ccccc1)c1ccc2c(c1)OCO2 returned OX1R antag 23 and STK33 kinase inh 0.2.
`CCCCn1cnc2c1c(=O)n(CC(=O)c1cc(C)n(C)c1C)c(=O)n2CC(C)C` gave OX1R antag 14 and STK33 kinase inh 1.3.
For Cc1ccc(N2CN=C3SCC(=O)N3C2)cc1C the results were OX1R antag 8 and STK33 kinase inh -0.7.
Screening Cc1cc(C)c(C)c(S(=O)(=O)N2CCN(CC(=O)Nc3ccc([N+](=O)[O-])cc3)CC2)c1C returned OX1R antag -5 and STK33 kinase inh -0.3.
For CC(=O)C1=C(O)C(=O)N(Cc2ccccc2)C1c1cccc([N+](=O)[O-])c1 (stereo not drawn) the results were OX1R antag 4 and STK33 kinase inh -0.2.
COC(=O)c1ccc(S(=O)(=O)c2ccc(C(=O)OC)s2)s1 was read as OX1R antag 23 and STK33 kinase inh -0.8.
`COc1ccc(CC(=O)Nc2c3c(nn2C(C)(C)C)CS(=O)(=O)C3)cc1` gave OX1R antag -8 and STK33 kinase inh -1.7.
Screening Cc1ccc(OC(=O)c2ccccc2P(=O)(O)O)cc1 returned OX1R antag 9 and STK33 kinase inh -0.9.
O=C1c2ccccc2C(=O)N1CCSc1nnc(-c2ccco2)n1Cc1ccccc1 was read as OX1R antag 8 and STK33 kinase inh 0.1.
`O=C(CSc1nnc2ccc(-c3ccccn3)nn12)NCCc1ccccc1` gave OX1R antag 11 and STK33 kinase inh -0.8.
`COc1ccccc1/C=C/CN1CCN(Cc2ccc(C)o2)C(CCO)C1` (stereo not drawn) gave OX1R antag 0 and STK33 kinase inh -0.9.
`CCN(CC)c1cccc(OC(=O)c2cccnc2Cl)c1` gave OX1R antag 19 and STK33 kinase inh -1.1.
Cc1cc(NC(=O)CCN2CCCCC2)ccc1Br was read as OX1R antag -6 and STK33 kinase inh -14.
`CCS(=O)(=O)c1ncc(Cl)c(C(=O)Nc2ccccc2OC)n1` gave OX1R antag 8 and STK33 kinase inh -0.1.
`Fc1cnc(N2CCOCC2)nc1N1CCc2ccccc21` gave OX1R antag 9 and STK33 kinase inh -0.6.
For CCOc1ccccc1N1C(=O)c2ccc(S(=O)(=O)c3ccc(C(=O)O)cc3)cc2C1=O the results were OX1R antag 20 and STK33 kinase inh -0.2.
`O=C(OCc1nnc(-c2ccccc2)o1)c1cc(=O)[nH]c2ccccc12` gave OX1R antag 19 and STK33 kinase inh 0.3.
CCc1nc(N)c(C#N)c(-c2ccc(OC)c(OC)c2)c1C was read as OX1R antag 17 and STK33 kinase inh -1.3.
For CC(C)c1ccccc1NC(=O)c1cccc(NC(=O)c2ccccc2)c1 the results were OX1R antag 19 and STK33 kinase inh -2.1.
CCCCOc1nc2c(c(=O)n(C)c(=O)n2C)n1C was read as OX1R antag 9 and STK33 kinase inh 0.0.
Screening CC/C(O)=C1\C(=O)CCCC1=NCCc1nc2ccccc2[nH]1 returned OX1R antag 32 and STK33 kinase inh 0.4.
`C=CCN(CC=C)CCOc1ccccc1` gave OX1R antag 5 and STK33 kinase inh -0.6.
Screening NC(=O)c1cc([N+](=O)[O-])c(Cl)cc1NCc1ccncc1 returned OX1R antag 43 and STK33 kinase inh -0.7.
O=C1CC(C(=O)Nc2ccc(C(=O)N3CCOCC3)cc2)C2(CCCCC2)O1 (stereo not drawn) was read as OX1R antag -4 and STK33 kinase inh -0.1.
`CC1=C(C(=O)N2CCOCC2)C(c2cccc(C)c2)NC(=S)N1` (stereo not drawn) gave OX1R antag 0 and STK33 kinase inh -0.2.
Screening COc1ccccc1/C=C\C=N\NC(=O)c1ccco1 returned OX1R antag 23 and STK33 kinase inh 0.3.

Looked up by compound from the list above (2):
For CCOc1ccccc1N1C(=O)c2ccc(S(=O)(=O)c3ccc(C(=O)O)cc3)cc2C1=O the results were OX1R antag 20 and STK33 kinase inh -0.2.
Cc1cc(NC(=O)CCN2CCCCC2)ccc1Br was read as OX1R antag -6 and STK33 kinase inh -14.

The list continues.
COc1cccc(C(=O)/C=C2\NCCc3cc(OC)c(OC)cc32)c1 was read as OX1R antag 14 and STK33 kinase inh 0.3.
For O=C(Nc1ccc(Cl)cc1)c1cc2nc(C3CC3)cc(C(F)(F)F)n2n1 the results were OX1R antag 12 and STK33 kinase inh -2.0.
`C=CCNC(=S)NNC(=O)c1cccc(Br)c1` gave OX1R antag 12 and STK33 kinase inh -0.4.
Screening Cc1nc2ccccc2n1/N=C/c1cccnc1 returned OX1R antag 11 and STK33 kinase inh -0.4.
`CC1=C(C(=O)Nc2ccccn2)C(c2ccc(Cl)cc2)NC(=S)N1` (stereo not drawn) gave OX1R antag 20 and STK33 kinase inh 0.1.
Clc1ncccc1-c1nnn(-c2ccccc2Br)n1 was read as OX1R antag 18 and STK33 kinase inh 0.6.
For Cc1ccc(C(=O)CNc2ccc(Br)cc2)cc1 the results were OX1R antag 18 and STK33 kinase inh 1.0.

By substructure: those above containing an aryl methoxy group.
For COc1ccccc1/C=N\NC(=O)c1c(C)nc2ccc(Cl)cn12 the results were STK33 kinase inh -0.7.
Screening C=CCn1c(N2CCN(c3ccc(OC)cc3)CC2)nc2c1c(=O)[nH]c(=O)n2C returned OX1R antag 13 and STK33 kinase inh -0.5.
For COc1ccc2[nH]c3c(c2c1)CCN1C(=O)N([C@@H](C)C(=O)NCc2c(F)cccc2Cl)C(=O)[C@]31C the results were OX1R antag 24 and STK33 kinase inh -0.1.
`COc1cc(/C=N/NC(=O)CC#N)ccc1Oc1nc(Cl)ncc1F` gave OX1R antag -2 and STK33 kinase inh -0.1.
COc1cccc(CN2CCN(Cc3ccccc3C(F)(F)F)CC2)c1 was read as OX1R antag 0 and STK33 kinase inh -1.0.
`COc1ccc(CC(=O)NC(C)c2nnc(SCc3nc4ccccc4c(=O)[nH]3)n2C)cc1` (stereo not drawn) gave OX1R antag 21 and STK33 kinase inh 0.8.
`COc1ccc(-n2cc(CNCc3cccnc3)c(-c3cccc(F)c3)n2)cc1` gave OX1R antag 26 and STK33 kinase inh 0.6.
`COc1ccc(CC(=O)Nc2c3c(nn2C(C)(C)C)CS(=O)(=O)C3)cc1` gave OX1R antag -8 and STK33 kinase inh -1.7.
`COc1ccccc1/C=C/CN1CCN(Cc2ccc(C)o2)C(CCO)C1` (stereo not drawn) gave OX1R antag 0 and STK33 kinase inh -0.9.
`CCS(=O)(=O)c1ncc(Cl)c(C(=O)Nc2ccccc2OC)n1` gave OX1R antag 8 and STK33 kinase inh -0.1.
CCc1nc(N)c(C#N)c(-c2ccc(OC)c(OC)c2)c1C was read as OX1R antag 17 and STK33 kinase inh -1.3.
Screening COc1ccccc1/C=C\C=N\NC(=O)c1ccco1 returned OX1R antag 23 and STK33 kinase inh 0.3.
COc1cccc(C(=O)/C=C2\NCCc3cc(OC)c(OC)cc32)c1 was read as OX1R antag 14 and STK33 kinase inh 0.3.
